# Bioassay records deposited in PubChem by Broad Institute.
# ARNT-TACC3 inh = disruptors of ARNT/TACC3 protein interaction, primary screen, biochemical, AlphaScreen, single concentration | AlphaScreen His-ARNT PAS-B/GST-TACC3 binding, luminescence; TACC3 fragment carries E629A point mutation | inhibition, % at 9.99 µM | 0.66% of 390,000 active;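 active = mean inhibition of replicates at least 50% and at least half of replicates each reaching 50%; inconclusive = half or more replicates reach 50% but mean below 50%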;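 note: 0% = complete ARNT plus TACC3 wells and 100% = ARNT alone without TACC3; many hits fall short of the cut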
# DENV2 CPE = inhibitors of DENV2 cytopathic effect, primary screen, cell-based, plate reader, single concentration; DENV2-infected cells, cytopathic effect rescue; CPE inhibition, % at 9.99 µM; 1.7% of 350,000 active; AID 651640, 2012; in the data active = CPE inhibition above about 20%, passing the limit was not always enough; inconclusive = no clear call, values can overlap the other calls; tested in BHK-21 cells;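 note: 0% = median of neutral control wells and 100% = median of positive control wells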
# INS-1E GSIS act = GLuc luminescence reporter in INS-1E cells, primary screen for activators of glucose-dependent secretion of insulin; INS-1E GLuc reporter insulin secretion, 2-3 h; activation, % at 16.6 µM; 0.61% of 370,000 active; AID 743287, 2014;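 active = lowest replicate activation of at least 40%, so every replicate reaches that level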;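 note: 0% = median of neutral control wells and 100% = median of IBMX positive control wells; some compounds called inactive have numbers as strong as hits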
# CFTR F508del cor = F508del CFTR correction, initial screen, CFBE line, single point; activity (quench increase), % at 7.58 µM; 0.36% of 350,000 active; CFBE cells, YFP halide quenching; stimulated with forskolin plus potentiator P3; % fluorescence drop versus neutral controls; AID 720511, 2013;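 active = mean added fluorescence quench of at least 8% versus neutral control, with both replicates also reaching 8%; inconclusive = only one of the mean or replicate conditions met; inactive = mean below 8% and not both replicates reaching 8%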;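 note: cells transiently co-express mutant CFTR-F508del with the halide-sensitive YFP; corrector assay measuring rescue of mutant channel to the surface after 24 h compound exposure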
# ERp5 inh = inhibitors of ERp5-driven insulin aggregation, primary screen, biochemical, turbidity, absorbance 650 nm, single point; Protein disulfide-isomerase A6 (Homo sapiens), Q15084; 90 min; inhibition, % at 9.99 µM; 0.05% of 350,000 active; AID 651711, 2012;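 active = mean replicate inhibition above about 25%, with every replicate also reaching it, limit read from the data, passing the limit was not always enough; inconclusive = only one of those two criteria met; inactive = neither criterion met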
# Target sequence (Q15084 whole entry, looked up): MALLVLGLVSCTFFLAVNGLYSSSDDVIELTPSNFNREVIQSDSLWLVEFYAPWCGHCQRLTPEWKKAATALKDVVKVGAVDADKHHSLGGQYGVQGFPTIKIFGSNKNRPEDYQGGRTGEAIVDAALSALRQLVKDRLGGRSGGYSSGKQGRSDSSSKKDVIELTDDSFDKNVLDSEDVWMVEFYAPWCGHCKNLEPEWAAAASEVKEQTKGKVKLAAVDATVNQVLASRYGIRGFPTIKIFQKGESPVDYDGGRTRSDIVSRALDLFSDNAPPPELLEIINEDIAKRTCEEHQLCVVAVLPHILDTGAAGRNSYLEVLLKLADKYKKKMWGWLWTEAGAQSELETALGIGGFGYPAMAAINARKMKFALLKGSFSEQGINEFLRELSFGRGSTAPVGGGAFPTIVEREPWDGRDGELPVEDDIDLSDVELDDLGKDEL
# EWS-Fli inh = EWS/Fli-driven NR0B1 reporter inhibitors, primary screen, A673 cells, NR0B1 luciferase, luminescence, MLPCN library; viability-normalised; inhibition, % at 12.6 µM; 0.67% of 350,000 active; AID 651661, 2012;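 active = mean inhibition of at least 50% after viability correction, with every replicate also passing that limit; inconclusive = mean reaches 50% but only one of two replicates passes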;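 note: firefly luciferase signal divided by Alamar Blue viability fluorescence both relative to DMSO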
# PAX8 reporter = inhibitors of PAX8-driven TPO luciferase reporter, primary screen, RMG-I cells, single concentration. SteadyGlo, 24 h. inhibition, % at 12.6 µM. 1.2% of 360,000 active;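 active = mean replicate inhibition at least 60% with every replicate also reaching 60%; inconclusive = only one of the two criteria is met; inactive = mean below 60% and not all replicates reaching 60%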;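 note: luciferase light reporting Pax8 driven TPO promoter activity; plate controls were median of neutral control wells for no effect and mitoxantrone controls for full effect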
# XiGFP reactiv = activators of inactive X chromosome reactivation, primary screen, imaging, XiGFP fibroblasts, GFP high-content imaging, set 2 | XiGFP mouse fibroblasts, % GFP-positive cells imaging, 3 d; cells co-treated with 5-aza-dC sensitizer; scaled so ellipticine positive control = 100% | activation, % at 7.58 µM | 0.055% of 360,000 active | AID 743238, 2013;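 active = mean normalized replicate activation at least 10% and every replicate at or above 10%; inconclusive = only one of the two criteria met; inactive = mean below 10% and not all replicates reach 10%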;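 note: 0% = median of on-plate neutral control wells and 100% = ellipticine 6 µM median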
#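 System: 68-5-11 XiGFP fibroblast line | Buffer or medium: DMEM containing 5-aza-dC | Compound: Single point | Times: Compounds 3 days, fix/stain 15 min at room temperature | Benchmarks: Positive control ellipticine, 6 µM final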
# * marks the source's active call; other numbers are inactive results; ? = inconclusive; . = no result given.
SMILES,ARNT-TACC3 inh,DENV2 CPE,INS-1E GSIS act,CFTR F508del cor,ERp5 inh,EWS-Fli inh,PAX8 reporter,XiGFP reactiv
CO[C@H]1CN(C)C(=O)c2ccc(NC(=O)C3CCOCC3)cc2OC[C@H](C)N(C(C)=O)C[C@@H]1C,-15,1,7,-2.0,-2,-8,-1,0.3
COCC#Cc1ccc2c(c1)O[C@H](CN(C)CC1CCOCC1)[C@@H](C)CN([C@H](C)CO)S2(=O)=O,-6,5,7,0.5,10,-3,.,-0.2
O=C(CSc1ncn[nH]1)NN(c1ccccc1)c1ccccc1,-3,12,0,-2.0,2,-13,-8,0.0
CCC(=O)Nc1ccc2c(c1)C(=O)N(C)[C@H]1CC[C@@H](CC(=O)NCC3CC3)O[C@@H]1CO2,-18,-5,3,-0.7,78*,-3,0,0.2
CCOc1ccc2[nH]c(C)cc(=O)c2c1,5,?,5,-2.5,0,-4,7,0.3
CCCN(C)C[C@H]1OCc2ccccc2-c2ccccc2C(=O)N([C@@H](C)CO)C[C@H]1C,.,.,-2,0.6,.,-2,-9,0.3
CC(=O)N[C@@H]1C=C[C@@H](CC(=O)NCc2ccc(Cl)cc2)O[C@H]1CO,-4,5,-16,0.3,-2,1,-10,-0.1
Nc1ccc(Oc2ccccc2F)nc1,0,6,-23,-1.9,3,16,11,0.3
O=C(Cn1ncc2c3ccccc3n(Cc3ccccc3F)c2c1=O)NCCN1CCOCC1,-7,7,5,-0.9,2,-9,-8,0.0
COC(=O)C[C@H]1CC[C@H]2[C@H](COc3ccc(NS(=O)(=O)c4ccc(F)cc4)cc3C(=O)N2C)O1,-4,-3,4,-3.8,0,-3,6,0.4
Cc1ccc(NC(=O)c2ccc3c(c2)CCN3S(C)(=O)=O)cc1C,2,6,-10,1.3,2,-107,-128,0.0
COc1cc([N+](=O)[O-])c(C)cc1NC(=O)c1ccc(OC)c(OC)c1,.,-1,.,-0.7,-2,3,-7,0.1
CCCCNC(=O)C1(C)CCC(=O)N1C1CC1 (stereo not drawn),.,-1,9,1.8,-4,-8,-2,0.4
CNC[C@@H]1Oc2ccc(NS(=O)(=O)c3ccc(Cl)cc3)cc2CC(=O)N([C@@H](C)CO)C[C@@H]1C,22,41*,-3,-1.8,-5,15,-2,-0.6
C[C@H]1CN([C@@H](C)CO)C(=O)c2cc(NC(=O)Nc3ccccc3)ccc2O[C@@H]1CN(C)C(=O)Nc1ccc(C(F)(F)F)cc1,4,22*,-23,-1.1,-4,16,.,0.1
O=C(O)CN=C1CC(c2ccccc2)CC(=O)/C1=C(/O)CCCN1C(=O)c2ccccc2C1=O (stereo not drawn),.,-3,-4,-0.3,2,-10,-14,0.0
CCCC(=O)N1CCN(c2ccc(NC(=O)C(C)(C)C)cc2Cl)CC1,-4,1,-3,2.9,4,-2,-6,0.1
CCOc1ncnc2c1oc1nc(CC(C)C)c3c(c12)CC(C)(C)OC3,0,.,10,2.7,3,0,.,.
O=C(C[C@@H]1C[C@H]2c3cc(NC(=O)C4CCC4)ccc3O[C@H]2[C@@H](CO)O1)NCc1ccc2c(c1)OCO2,-4,6,-3,2.2,3,-3,-2,0.0
O=C(CC1CC1)N1CC2(C1)[C@@H](c1ccccc1)[C@@H](CO)N2Cc1cccc(F)c1,.,1,-5,2.3,5,-1,1,-0.1
Cn1cnc(CCNC(=O)C[C@@H]2CC[C@H]3[C@@H](COC[C@@H](O)CN3C(=O)Nc3ccc(Cl)cc3)O2)c1,-10,-1,-8,1.1,3,-21,-27,0.2
N#C/C(=C\c1ccc(OCC(N)=O)cc1)C(=O)NC1CC1,-9,2,15,-1.2,1,-1,-8,0.0
COc1cccc(-c2cn(CC[C@H]3CC[C@@H](NS(=O)(=O)Cc4ccccc4)[C@@H](CO)O3)nn2)c1,3,-4,-8,-3.1,-10,12,-15,-0.4
COc1ccc(CNC(=O)COC(=O)c2ccc(S(=O)(=O)N3CCCCC3)cc2)cc1,-1,?,16,-0.4,3,2,-12,-0.1
O=C(NC(=S)N1CCOCC1)c1ccc([N+](=O)[O-])cc1,3,.,3,.,.,.,10,-0.1
CO[C@@H]1CN(C)C(=O)c2ccc(NS(=O)(=O)c3cccc(F)c3)cc2OC[C@@H](C)N(C(=O)Cc2cccnc2)C[C@@H]1C,7,1,12,-3.0,-2,4,-23,-0.1
N#CCSc1nnc(-c2ccc3c(c2)OCO3)o1,-12,.,-1,-0.2,-1,-9,14,0.1
CCC1CCC/C1=N\NC(=O)c1ccccc1C (stereo not drawn),-6,-1,16,-0.8,6,13,0,0.1
Cc1ccc(-c2cc[n+](Cc3ccccc3)cc2)cc1,-4,-4,-31,-3.9,1,12,17,0.0
CCCN1C[C@@H](C)[C@@H](OC)CN(C)C(=O)c2cc(NC(=O)c3cccc(OC)c3)ccc2OC[C@H]1C,.,.,9,1.1,.,0,.,-0.3
COc1ccc2c3c(n(C)c2c1)[C@@H](CO)N(C(=O)C1CCCC1)CC31CN(C(=O)CC2CC2)C1,.,-9,-12,2.2,-2,25,.,0.0
O=c1oc(-c2ccc([N+](=O)[O-])cc2)nc2ccc(O)cc12,-8,-9,-1,.,1,-5,9,0.0
C[C@H]1CN([C@@H](C)CO)C(=O)c2cc(NC(=O)Cn3cnnn3)ccc2O[C@H]1CN(C)Cc1ccc(C(F)(F)F)cc1,-1,3,3,-2.9,-2,.,1,0.0
Cc1ccc(NC(=O)CSc2ccc(-c3ccccn3)nn2)cc1,30,-13,-4,1.3,3,-5,-16,0.0
CCCNC(=O)CN(C)CC(=O)Nc1ccccc1C#N,-17,0,6,-1.4,-2,2,19,0.0
CCC(=O)N1CC2(CN(Cc3ccncc3)C2)c2c(n(C)c3cc(OC)ccc23)[C@@H]1CO,.,3,16,2.1,7,-13,7,-0.1
CC(C)[C@H](NS(=O)(=O)c1ccc(F)cc1F)C(=O)N1CCC[C@H]1C(=O)NCc1ccccc1,.,-7,2,-1.6,-1,1,0,0.1
O=C(Nc1ccc(-c2cscn2)cc1)C1CCCN(Cc2ccc(CO)o2)C1 (stereo not drawn),-2,-1,21,1.3,-2,.,-3,0.0
COc1cc(Cl)ccc1OCc1cc(C(=O)N2CCN(C)C(=O)[C@@H]2C)no1,.,-1,-1,-0.4,-2,-94,-205,0.1
Cc1noc(C)c1NC(=O)Nc1ccc2c(c1)C(=O)N([C@H](C)CO)C[C@H](C)[C@@H](CN(C)S(=O)(=O)c1ccc(Cl)cc1)O2,-3,3,10,-1.4,1,3,.,0.5
CCC(=O)Nc1ccc2c(c1)OC[C@@H](C)N(C(=O)C1CCC1)C[C@H](C)[C@H](OC)CN(C)C2=O,-2,2,2,1.6,-5,1,-8,-0.3
CC1(C)CC(=O)c2c(O)cc(OCC(=O)Nc3ccc(CCO)cc3)cc2O1,-7,3,-1,0.2,1,-8,.,.
O=C(N[C@H]1CC[C@H](CCn2cc(-c3ccccc3)nn2)O[C@H]1CO)c1ccccc1F,-17,-4,-20,2.8,1,32,29,0.1
O=C(C[C@H]1C=C[C@H](NC(=O)c2ccccc2)[C@H](CO)O1)NCc1ccncn1,0,-4,5,-2.2,-2,0,4,-0.8
Cc1coc2c(C)c3oc(=O)c(CCC(=O)N[C@H](C(=O)O)C(C)C)c(C)c3cc12,.,1,.,3.0,3,-1,-1,0.0
C[C@@H]1CN([C@H](C)CO)C(=O)Cc2cc(NS(=O)(=O)c3cccs3)ccc2O[C@@H]1CN(C)Cc1ccncc1,-19,-5,-13,-1.3,.,-4,-27,-0.6
CCC1(C(=O)c2ccc(Cl)cc2)C2c3ccccc3OC(=O)C21C(=O)Nc1ccccc1 (stereo not drawn),-5,.,-32,.,.,.,0,0.1
O=C(N/C(=C\c1ccccc1Cl)C(=O)N1CCOCC1)c1ccc([N+](=O)[O-])cc1,-2,-8,11,6.7,0,12,2,0.0
CCC(C)c1ccccc1N1CC(C(=O)Nc2cccc(S(=O)(=O)N3CCOCC3)c2)CC1=O (stereo not drawn),-1,?,-15,-1.6,2,.,6,0.3
FC(F)(F)Oc1ccccc1C(c1nnnn1C1CCCCC1)N1CCN(C/C=C/c2ccccc2)CC1 (stereo not drawn),.,?,-8,4.3,1,7,18,.
# Later entries:
SMILES,ARNT-TACC3 inh,DENV2 CPE,INS-1E GSIS act,CFTR F508del cor,ERp5 inh,EWS-Fli inh,PAX8 reporter,XiGFP reactiv
CCn1c2ccccc2nc2cc3c(cc21)c(Cl)c(=O)c1ccccc13,.,7,-48,-5.1,-10,4,20,0.1
COc1ccccc1CNC(=O)C(=O)NCC1OCCN1S(=O)(=O)c1ccccc1 (stereo not drawn),-3,-10,16,-0.6,2,7,3,0.7
COC(C(=O)Nc1ccc(NC(=O)C(OC)c2ccccc2)cc1)c1ccccc1 (stereo not drawn),-14,15,10,2.7,2,2,11,0.0
NNC(=O)CCc1ccc(S(=O)(=O)N2CCOCC2)cc1,-5,3,21,-2.8,-5,0,-5,0.0
CC(C)(C)NC(=O)C(c1ccco1)N(Cc1ccc2c(c1)OCO2)C(=O)c1snc(C(N)=O)c1N (stereo not drawn),-2,7,-28,-2.3,3,0,9,0.0
C=C1c2ccccc2S(=O)(=O)N(Cc2ccccc2)C1COCc1ccccc1 (stereo not drawn),-5,11,23,0.0,2,-5,13,0.0

# As a short view, part of the list above:
SMILES,ARNT-TACC3 inh,DENV2 CPE,INS-1E GSIS act,CFTR F508del cor,ERp5 inh,EWS-Fli inh,PAX8 reporter,XiGFP reactiv
Cc1coc2c(C)c3oc(=O)c(CCC(=O)N[C@H](C(=O)O)C(C)C)c(C)c3cc12,.,1,.,3.0,3,-1,-1,0.0
C[C@@H]1CN([C@H](C)CO)C(=O)Cc2cc(NS(=O)(=O)c3cccs3)ccc2O[C@@H]1CN(C)Cc1ccncc1,-19,-5,-13,-1.3,.,-4,-27,-0.6
CCC1(C(=O)c2ccc(Cl)cc2)C2c3ccccc3OC(=O)C21C(=O)Nc1ccccc1 (stereo not drawn),-5,.,-32,.,.,.,0,0.1
O=C(N/C(=C\c1ccccc1Cl)C(=O)N1CCOCC1)c1ccc([N+](=O)[O-])cc1,-2,-8,11,6.7,0,12,2,0.0
CCC(C)c1ccccc1N1CC(C(=O)Nc2cccc(S(=O)(=O)N3CCOCC3)c2)CC1=O (stereo not drawn),-1,?,-15,-1.6,2,.,6,0.3
FC(F)(F)Oc1ccccc1C(c1nnnn1C1CCCCC1)N1CCN(C/C=C/c2ccccc2)CC1 (stereo not drawn),.,?,-8,4.3,1,7,18,.
CCn1c2ccccc2nc2cc3c(cc21)c(Cl)c(=O)c1ccccc13,.,7,-48,-5.1,-10,4,20,0.1
COc1ccccc1CNC(=O)C(=O)NCC1OCCN1S(=O)(=O)c1ccccc1 (stereo not drawn),-3,-10,16,-0.6,2,7,3,0.7
COC(C(=O)Nc1ccc(NC(=O)C(OC)c2ccccc2)cc1)c1ccccc1 (stereo not drawn),-14,15,10,2.7,2,2,11,0.0
